# NPR1 activator: GC-A (human) enzyme activation; hit rate 0.14% among 370,000; P16066; AID 1671463; activation, % at 10 µM; HEK293 GC-A cells, cGMP TR-FRET, EC30 ANP; 0% at EC30 ANP, 100% saturating ANP; in the data active = activation above about 40%
# HTRA1 inhibitor: HTRA1 (human) protease inhibition; hit rate 0.5% among 340,000; inhibition, % at 5.96 µM; AID 504803; recombinant HTRA1, FP-rhodamine activity-based probe, fluorescence polarization; in the data active = inhibition above about 36%;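 note: 0% = enzyme with DMSO and 100% = wells lacking enzyme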
# Target sequence (Q92743 whole entry, looked up): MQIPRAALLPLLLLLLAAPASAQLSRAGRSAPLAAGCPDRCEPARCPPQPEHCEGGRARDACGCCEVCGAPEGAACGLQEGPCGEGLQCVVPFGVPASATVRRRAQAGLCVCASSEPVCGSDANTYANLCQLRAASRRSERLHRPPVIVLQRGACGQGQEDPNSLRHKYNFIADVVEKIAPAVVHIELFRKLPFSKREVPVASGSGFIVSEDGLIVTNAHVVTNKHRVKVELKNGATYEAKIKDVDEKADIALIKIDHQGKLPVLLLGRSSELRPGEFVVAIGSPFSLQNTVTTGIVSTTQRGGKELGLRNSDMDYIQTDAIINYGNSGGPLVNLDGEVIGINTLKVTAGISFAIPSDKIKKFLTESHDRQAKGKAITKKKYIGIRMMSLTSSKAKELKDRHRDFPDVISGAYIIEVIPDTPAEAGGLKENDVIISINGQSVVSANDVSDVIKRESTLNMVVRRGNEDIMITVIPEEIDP
# SMARCA2 activ: activators of SMARCA2 function. hit rate 1% among 370,000. AID 652017. activation, % at 9.1 µM. MG213 cells, MMTV-luciferase reporter, dexamethasone, overnight; in the data active = activation above about 7.8%;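 note: 0% = vehicle wells and 100% = reference activator wells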
# NPR2 activator: GC-B (human) receptor activation; AID 1920062; HEK293-GC-B cells, CNP EC30, cGMP TR-FRET; 0% at EC30 CNP, 100% saturating CNP; hit rate 0.11% among 370,000; activation, % at 10 µM; P20594;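 active = activation at 10 µM reaching about 35% in either raw or pattern-adjusted values, limit read from the data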
# ASAP1 GAP inh: ASAP1 ArfGAP inhibition. ASAP1-stimulated ARF1 GTP hydrolysis, GDP FP detection. inhibition, % at 16.5 µM. hit rate 0.19% among 360,000; in the data active = inhibition above about 25%;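 note: 0% = vehicle with enzyme and substrate and 100% = no enzyme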
# Target sequence (Q9ULH1 325-724 limits assumed): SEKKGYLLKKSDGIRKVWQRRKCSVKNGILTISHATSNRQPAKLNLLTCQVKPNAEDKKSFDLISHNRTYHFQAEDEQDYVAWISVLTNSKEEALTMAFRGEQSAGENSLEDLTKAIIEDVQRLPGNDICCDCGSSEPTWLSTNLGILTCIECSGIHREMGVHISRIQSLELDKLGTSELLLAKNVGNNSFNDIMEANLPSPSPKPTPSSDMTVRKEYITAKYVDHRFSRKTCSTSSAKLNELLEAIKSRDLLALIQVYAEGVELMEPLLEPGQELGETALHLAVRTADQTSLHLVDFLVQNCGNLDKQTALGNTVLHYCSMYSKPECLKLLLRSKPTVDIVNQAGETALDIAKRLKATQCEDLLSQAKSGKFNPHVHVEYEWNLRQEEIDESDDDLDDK
# rCAG RNA binder: binds r(CAG) RNA repeats. r(CAG) RNA repeat, TO-PRO-1 dye displacement fluorescence. inhibition, % at 3 µM. hit rate 1.3% among 370,000. AID 651821;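 active = inhibition above the plate cutoff, the mean of all test compounds on that plate plus 3 SD, cut at about 35% in these data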;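 note: 0% = DMSO alone and 100% = 100 µM mitoxantrone as full dye displacement; higher means more dye released from RNA so lower well fluorescence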
# ABHD4 inh: inhibitors of mouse ABHD4 | purified mABHD4, FP-Rh probe fluorescence polarization | inhibition, % at 8.92 µM | hit rate 0.54% among 370,000;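 active = inhibition exceeding the mean over every tested compound plus 3 SD, cut at about 30% in these data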;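 note: 0% = plate median of compound wells and 100% = S159A mutant with DMSO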
#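 Test system: mABHD4 protein; Read-out basis: % inhibition; Incubation: 45 min + 60 min at 25 °C; Repeats: single replicate; Technique: fluorescence polarization with parallel and perpendicular emission, 525/598 nm; Compound: 8.92 µM, single dose; Benchmarks: full inhibition S159A mutant plus DMSO, zero as sample-well median.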
# PG9 binder: small molecules binding HIV-1 gp120 antibody PG9 | TR-FRET gp120-PG9 antibody binding | inhibition, % at 6.7 µM | hit rate 0.43% among 360,000 | AID 624416; in the data active = inhibition above about 8.5%
# ARFGAP1 inh: rat ARFGAP1 inhibition. AID 651572. hit rate 0.26% among 360,000. Q62848. Arfgap1-stimulated ARF1 GTP hydrolysis, GDP FP detection. inhibition, % at 16.5 µM;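 active = inhibition above a per-plate limit, mean inhibition of low control wells plus 3 SD, cut at about 25% in these data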;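 note: 0% = DMSO wells with enzyme and 100% = wells lacking Arfgap1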
# Target sequence (Q62848 1-136 limits assumed): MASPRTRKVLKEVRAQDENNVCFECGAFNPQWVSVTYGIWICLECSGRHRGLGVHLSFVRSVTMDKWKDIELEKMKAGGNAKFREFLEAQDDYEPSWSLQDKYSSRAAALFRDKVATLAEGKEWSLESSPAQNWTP
#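 Replicates: Single well per compound | Assay system: Truncated rat Arfgap1 GAP domain | Control set: No-Arfgap1 wells (100%) versus DMSO full-reaction wells (0%) | Times: Enzyme reaction 120 min at 25 °C after 20 min preincubation | Reagent: Human ARF1(Δ1-17)-GTP substrate | Measured by: Tracer-displacement fluorescence polarization with EDTA stop, 620/688 nm | Measure: Percent inhibition of Arfgap1-stimulated GTP hydrolysis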
# NR1D1 modulator: modulators of human Rev-erb alpha DNA binding; activity, % at 10 µM; hit rate 0.79% among 370,000; Rev-erbα–FITC-DNA binding, fluorescence polarization, 90 min; AID 1259318; P20393;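 active = activity above about 14%, limit read from the data; passing the limit was not always enough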;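 note: 0% = DMSO wells with 35 nM protein and 100% = DMSO wells with 750 nM protein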
# Starred values were filed as active, the others as inactive; / = no result given; & = joins results of further samples.
SMILES,NPR1 activator,HTRA1 inhibitor,SMARCA2 activ,NPR2 activator,ASAP1 GAP inh,rCAG RNA binder,ABHD4 inh,PG9 binder,ARFGAP1 inh,NR1D1 modulator
O=C(NN=C1CCC(c2ccccc2)CC1)c1ccccc1-n1cccc1 (configuration not stated),-4,-1,-3,0,9,-1,-17,-1.1,0,-7
O=C(CCN(NC(=O)c1ccccc1)C1=NS(=O)(=O)c2ccccc21)NC1CCCCC1,3,5,-3,-1,1,5,1,0.0,-3,0
CS(=O)(=O)N(CC(=O)Nc1ccccc1)Cc1ccc(Cl)cc1,2,-2,3,-8,9,-2,4,-0.9,-7,0
Cc1ccc(NC(=O)CCC(=O)NNC(=O)C(C)(C)C)c(C)c1,3,1,-2,9,11,-1,-5,-0.4,-8,2
CCCCN1C(=O)CC2CCOC21C (configuration not stated),0,7,2,-4,-3,1,1,-0.3,8,2
Oc1cccc(C=Nc2cccc3ccccc23)c1O,10,71*,-2,8,16,16,53*,1.6,7,13
CC(=O)N1C(=O)/C(=C2\SC(=S)N(c3c(C)n(C)n(-c4ccccc4)c3=O)C2=O)c2ccccc21,-1,5,-1,3,17,6,9,-2.3,-2,-4
Cc1cc(C)n2nc(S(=O)(=O)N(C)Cc3ccccc3)nc2n1,0,6,3,4,-3,3,-3,-0.1,-5,4
O=C(N/N=C/c1cc([N+](=O)[O-])ccc1O)/C(=C\c1cccs1)NC(=O)c1ccccc1,-4,1,-4,-8,-1,32,16,-0.8,0,7
Cc1sc2ncnc(N(C)CCc3ccccn3)c2c1C,0,9,0,-2,9,-1,18,-0.3,-1,0
COc1cccc(CNC(=O)CCCn2ccc3cc(S(=O)(=O)N4CCCC4)ccc32)c1,-4,-6,-2,1,3,0,-8,-1.3,21,-6
CCN=C1S/C(=C/c2ccc(-c3ccc(F)cc3)o2)C(=O)N1CC,0,-1,0,3,-1,11,-3,-0.1,7,3
COc1ccccc1OC(C)C(=O)Nc1ccc(S(=O)(=O)Nc2nccs2)cc1 (configuration not stated),3,-1,-1,8,-13,20,6,-0.4,-8,1
CCOC(=O)N1CCC(NC(=O)C2CCN(C(=O)c3cc4oc(C)cc4n3Cc3c(F)cccc3Cl)CC2)CC1,1,-8,0,0,-9,-5,-1,-0.2,10,1
Cc1ccccc1CNC(=O)CC1C(=O)NCCN1CC1CCCCC1 (configuration not stated),-6,-8,1,-6,-5,-9,4,-2.3,0,2
Cc1cc2c(c(=O)o1)C(c1cccs1)C(C#N)=C(N)O2 (configuration not stated),-2,9,-1,-3,0,3,0,-3.2,1,-1
CCn1nccc1NC(=O)c1ccc2sc([C@@H]3O[C@H](CO)[C@H](O)[C@H](O)[C@H]3O)nc2c1,3,/,3,7,1,2,1,-0.5,-4,1
CN(C)/C=C/C(=O)c1ccc(-n2cccc2)cc1,6,-46,-3,0,0,19,-4,-1.3,5,5
Cn1c(=NC(=O)C2CCN(S(=O)(=O)c3cccs3)CC2)sc2ccccc21,2&6,-3&-1,-1&2,2&2,-9&4,2&-2,-2&-2,0.7&5.0,-7&-18,-9&14
CCC(=O)Nc1cccc(C(=O)OCc2cccc([N+](=O)[O-])c2)c1,-1,-7,2,-8,1,1,1,-2.2,4,8
CC(C)N1CN(c2ccccc2)C(=S)N(c2ccccc2)C1,-4,3,-2,4,-11,-1,0,-1.1,6,1
O=C(CNC(=O)c1cccs1)Nc1ccc2c(c1)OCCO2,1,11,3,3,-2,-2,1,0.1,-10,0
Cc1cc(C)nc(SCC(=O)Nc2ccc(S(=O)(=O)Nc3nccs3)cc2)n1,4,-2,-2,1,5,12,1,-0.4,1,-4
O=C(N/C(=C/c1ccc(Br)cc1)C(=O)N1CCOCC1)c1ccco1,2,1,-1,-7,5,-6,1,-1.0,9,0
CCOc1cccc(/C=C2\NC(=S)N(c3ccccc3)C2=O)c1O,-2,7,2,1,-5,38*,12,-6.3,-6,6
COc1ccc(N(CC(=O)Nc2cc(C)ccc2C)S(=O)(=O)c2ccccc2[N+](=O)[O-])c(OC)c1,-4,-30,-1,-2,4,7,-3,-2.0,1,-1
O=c1c2ccccc2nc2c3ccccc3c(NCc3cccnc3)nn12,-2,-3,-4,3,7,3,-9,-1.6,20,0
Cn1ccc(C(=O)N/N=C/c2cccnc2)n1,-1,-2,-4,4,-4,1,-13,-1.4,5,6
CC(=O)Nc1c(-c2ccccc2)nc2ccc(Cl)cn12,0,0,-1,0,6,0,8,0.6,6,-8
CSc1ccc(S(=O)(=O)N2CCC(C(=O)Nc3ccc(NC(C)=O)cc3)CC2)cc1,-2,-2,-4,0,-1,6,-8,-0.6,-11,-5

# One compound at a time, as listed above:
# Shown for `Cn1ccc(C(=O)N/N=C/c2cccnc2)n1` → NPR1 activator: -1; HTRA1 inhibitor: -2; SMARCA2 activ: -4; NPR2 activator: 4; ASAP1 GAP inh: -4; rCAG RNA binder: 1; ABHD4 inh: -13; PG9 binder: -1.4; ARFGAP1 inh: 5; NR1D1 modulator: 6
# Shown for `COc1ccc(N(CC(=O)Nc2cc(C)ccc2C)S(=O)(=O)c2ccccc2[N+](=O)[O-])c(OC)c1` → NPR1 activator: -4; HTRA1 inhibitor: -30; SMARCA2 activ: -1; NPR2 activator: -2; ASAP1 GAP inh: 4; rCAG RNA binder: 7; ABHD4 inh: -3; PG9 binder: -2.0; ARFGAP1 inh: 1; NR1D1 modulator: -1

# (cont.)
SMILES,NPR1 activator,HTRA1 inhibitor,SMARCA2 activ,NPR2 activator,ASAP1 GAP inh,rCAG RNA binder,ABHD4 inh,PG9 binder,ARFGAP1 inh,NR1D1 modulator
CCCCc1nc(NCCNC(=O)c2ccco2)c(C#N)c2c1CSC(C)(C)C2,/,/,-3,/,2,-2,-17,-1.8,-10,/
COc1cccc(CN2CCN(S(=O)(=O)c3ccc(Br)cc3)CC2)c1,-3,-1,-1,-3,12,-3,-21,-0.1,20,7
COc1ccc(N2C(=O)CSC23C(=O)N(CC(=O)NC2CCCC2)c2ccccc23)cc1 (configuration not stated),0,-8,-1,5,4,-3,3,-3.4,-4,-2
N#CCC(=O)N/N=C/c1ccc(N2N=C(c3ccccc3)CC2c2ccccc2)cc1 (configuration not stated),-6,-9,-2,-10,7,18,-45,4.3,-2,4
CC(=O)c1c(C)nc(-c2ccc(Cl)cc2Cl)n1O,-1,0,2,1,9,-2,-2,-2.0,-5,-7
Cc1cccc(N(C)c2cc(C)nc3nc(C)nn23)c1,1,-7,3,2,-4,1,-4,1.0,-2,6
COc1ccc(C(=O)Nc2cc3c(cc2C#N)OCO3)cc1S(=O)(=O)NCc1ccco1,1,-3,-2,0,0,-1,6,0.6,-9,6
COC(=O)NNC(=O)C12CC3CC(CC(C3)C1)C2,1,-5,-3,1,4,5,-4,-3.6,2,2
Cc1cccc(NS(=O)(=O)c2cccc(C(=O)N3CCN(S(=O)(=O)c4ccccc4)CC3)c2)c1,-2,-8,-4,1,2,8,-16,0.0,-1,7
COc1ccccc1N1CCN(CCS(=O)(=O)c2cc(Cl)ccc2Cl)CC1,-9,-6,-2,-7,-1,0,-2,-1.8,-8,-2
CC(C)CN(C(=O)COC(=O)C12CC3CC(CC(Cl)(C3)C1)C2)c1c(N)n(Cc2ccccc2)c(=O)[nH]c1=O,-1,0,-2,-7,12,2,2,0.6,13,-6
COCCn1c(SCC(=O)Nc2cc(C)nn2-c2ccccc2)nnc1-c1ccncc1,0,2,-3,1,7,-3,-14,-1.1,10,0
Cc1ccc2c(C)c(C(=O)N3CCN(Cc4ccccn4)CC3)oc2c1C,2,-5,1,3,14,-9,2,0.0,-13,2
Cc1[nH]ccc(=O)c1OCC(=O)O,4,3,-2,6,0,0,5,-0.8,5,4
COC(=O)Cn1nnc(-c2cccc(OC)c2)n1,1,8,-1,4,2,-4,1,1.9,18,1
CC(C)N(C(=S)Nc1cc(S(=O)(=O)N2CCOCC2)ccc1Cl)c1ccccc1,-3,4,1,1,13,3,4,-0.7,-5,0
C=CCn1c(SCc2ccc(Cl)cc2)nc2cc(C(=O)N3CCC(C(N)=O)CC3)ccc2c1=O,15,0,-2,25,-5,2,0,-2.8,3,3
Cc1ccccc1CS(=O)(=O)CC1(O)CCN(C(=O)c2cccc(C(F)(F)F)c2)CC1,-1,3,-1,2,4,-4,2,-2.0,3,-6
O=C(NC(Cc1c[nH]c2ccccc12)C(=O)NCc1ccc(F)cc1)OCc1ccccc1 (configuration not stated),-4,2,-3,1,-8,-4,-6,-1.6,10,4
COc1ccc(C(=O)NNC(=O)CCCCC(=O)NNC(=O)c2ccc(OC)cc2)cc1,0,-7,-1,4,2,2,7,-0.3,-5,3
Cc1ccc(C)c(SCC(=O)Nc2cccc(S(=O)(=O)N3CCOCC3)c2)c1,-1,-7,-1,4,-2,4,-1,-1.1,10,-7
CN(C)C(=O)CCc1ccc2c3c([nH]c2c1)[C@]1(CCc2ccccc2)[C@@H](C(=O)N2CCCCC2)C[C@H](CC(=O)NCCC2=CCCCC2)C(=O)N1CC3,0,8,0,3,-7,3,3,0.5,-3,-1
O=C(c1cc(F)ccc1F)C1CCCN(Cc2cccn2-c2ccccn2)C1 (configuration not stated),2,2,3,-2,6,2,-4,-0.2,4,4
CC(=O)Nc1ccc(S(=O)(=O)N/N=C/c2cccnc2)cc1,1,6,-1,3,6,-1,13,-0.8,13,-2
CCOc1cc(C2NC(=O)CCC2[N+](=O)[O-])cc(Br)c1OC (configuration not stated),1,3,-2,-5,5,-4,-5,1.1,-6,-3
O=C(COc1ccc(S(=O)(=O)Nc2ccccc2)cc1)N1CCOCC1,-2,-2,-1,-4,4,1,-1,-1.2,-5,3
CC(C)NC(=O)c1noc2cc([N+](=O)[O-])ccc12,1,-1,1,7,-7,1,2,0.2,-12,1
O=C(CSc1n[nH]c(=O)n1-c1cccnc1)Nc1ccccc1Cl,1,0,-1,-5,3,-2,5,0.8,-4,-3
COc1ccc(CCNC(=O)CSC2=Nc3ccccc3C3=NC(C(C)C)C(=O)N23)cc1OC (configuration not stated),-6,-9,1,-4,-9,-5,9,-1.0,4,-1
Cc1c(/C=N/NC(=O)c2cc(C(C)(C)C)[nH]n2)c2ccccc2n1C,2,13,-1,1,3,0,1,-0.6,3,5
CC(=O)c1ccc(NC(=S)N2CCN(CCO)CC2)cc1,3,7,-4,-3,5,-2,4,-0.3,-2,9
S=c1[nH]nc(-c2ccc3ccccc3n2)n1-c1ccccc1Cl,-1,-1,0,-5,7,8,-1,2.6,-7,-3
O=C(CSc1nnnn1-c1ccc(F)cc1)Nc1ccccc1F,-1,-1,-2,0,9,-2,6,-0.9,6,0
Cc1cc(NC(=O)CSc2nccn2-c2cccc(F)c2)no1,-10,5,-3,1,-3,4,-9,3.6,12,1
COc1ccc(CCC(=O)Nc2nnc(C(F)(F)F)s2)cc1,-2,-7,-2,2,3,3,-2,-1.1,10,-2
CC1C(=O)C(C)C(c2ccco2)NC1c1ccco1 (configuration not stated),2,6,-3,7,-11,-3,1,-1.4,12,-1
Cc1ccc(N2NC(=O)/C(=C/c3ccc(-c4ccc(Cl)c(C(=O)O)c4)o3)C2=O)cc1C,-2,8,-6,1,8,8,12,0.7,4,-7

# Screens as filed in PubChem.
